From PubChem BioAssay
p-CIP stab down: p/CIP-EGFP fusion destabilizers, primary screen, fluorescence, F442A cells. 16 h. decrease of EGFP signal, % at 10 µM. hit rate 0.01% among 290,000. AID 1984, 2009;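 active = EGFP signal decrease of at least 30% at 10 µM or well 3 SD below plate mean, unless failing retest; inactive = the rest, including hits failing retest or dose response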; also: some compounds called inactive have numbers as strong as hits; many of its hits are not listed in these tables
Target sequence (Q05BA5 1-1403): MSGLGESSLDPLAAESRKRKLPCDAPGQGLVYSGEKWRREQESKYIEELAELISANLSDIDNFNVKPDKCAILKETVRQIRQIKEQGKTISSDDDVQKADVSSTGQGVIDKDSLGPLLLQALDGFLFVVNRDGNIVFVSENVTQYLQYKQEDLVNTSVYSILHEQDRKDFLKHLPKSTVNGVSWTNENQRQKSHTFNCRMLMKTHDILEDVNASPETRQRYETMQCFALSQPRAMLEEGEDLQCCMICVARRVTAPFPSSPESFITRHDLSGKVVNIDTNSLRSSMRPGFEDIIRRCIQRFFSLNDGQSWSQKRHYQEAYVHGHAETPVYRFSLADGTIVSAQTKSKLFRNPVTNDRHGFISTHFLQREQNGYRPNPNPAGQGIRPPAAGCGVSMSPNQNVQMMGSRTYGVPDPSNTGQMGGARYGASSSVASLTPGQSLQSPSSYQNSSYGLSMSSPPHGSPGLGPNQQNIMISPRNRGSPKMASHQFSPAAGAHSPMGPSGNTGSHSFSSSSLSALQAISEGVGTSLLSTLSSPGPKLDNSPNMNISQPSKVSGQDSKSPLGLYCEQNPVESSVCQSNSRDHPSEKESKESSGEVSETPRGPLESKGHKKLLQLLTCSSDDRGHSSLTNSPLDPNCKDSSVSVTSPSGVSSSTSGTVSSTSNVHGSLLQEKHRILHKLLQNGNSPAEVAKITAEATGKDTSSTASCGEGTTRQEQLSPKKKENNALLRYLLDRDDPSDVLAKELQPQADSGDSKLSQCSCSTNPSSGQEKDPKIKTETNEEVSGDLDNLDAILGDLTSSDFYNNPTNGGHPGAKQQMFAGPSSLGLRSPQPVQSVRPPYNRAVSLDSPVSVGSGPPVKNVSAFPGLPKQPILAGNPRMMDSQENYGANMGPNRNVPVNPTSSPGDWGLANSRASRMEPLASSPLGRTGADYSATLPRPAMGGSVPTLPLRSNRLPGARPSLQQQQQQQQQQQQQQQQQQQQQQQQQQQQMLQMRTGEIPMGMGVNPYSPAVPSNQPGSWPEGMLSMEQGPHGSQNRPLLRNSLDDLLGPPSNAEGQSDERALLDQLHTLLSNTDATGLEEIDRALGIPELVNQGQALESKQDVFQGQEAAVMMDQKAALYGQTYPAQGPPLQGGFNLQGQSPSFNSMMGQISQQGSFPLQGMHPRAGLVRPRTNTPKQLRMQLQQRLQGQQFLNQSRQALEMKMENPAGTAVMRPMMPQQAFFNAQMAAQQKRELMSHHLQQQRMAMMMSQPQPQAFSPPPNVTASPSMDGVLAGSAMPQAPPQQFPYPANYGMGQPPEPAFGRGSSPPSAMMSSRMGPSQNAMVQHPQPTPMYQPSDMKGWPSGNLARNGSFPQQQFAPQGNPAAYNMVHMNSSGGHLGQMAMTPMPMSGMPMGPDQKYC
HCV NS3 hel inh: inhibitors of HCV NS3 helicase, primary screen, biochemical, Cy5 molecular beacon fluorescence; Hepatitis C virus NS3 helicase; NS3 helicase DNA unwinding; inhibition, % at 10.9 µM; hit rate 0.56% among 290,000;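 active = inhibition above the mean of all tested compounds plus 3 SD, set per campaign, cut at about 35% in these data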;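 also: 0% = DMSO wells and 100% = thioflavine S control wells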
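Assay system – hepatitis C virus NS3 helicase domain fragment enzyme · Buffer or medium – MOPS pH 6.5, MgCl2, DTT, Tween20, BSA · Reagent – Cy5/quencher beacon DNA duplex and ATP to start · Compound – single 10.9 µM dose · Timing – 1 h at 25 °C · Technique – Cy5 beacon fluorescence read at start and 1 h · Measure – % inhibition of unwinding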
VIM-2 inhibitor: VIM-2 metallo-beta-lactamase inhibitors, primary screen, biochemical, epi-absorbance readout, Pseudomonas aeruginosa enzyme; purified VIM-2, nitrocefin hydrolysis, epi-absorbance fluorescence; inhibition, % at 5.6 µM; hit rate 0.89% among 290,000;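 active = inhibition above the mean of all tested compounds plus 3 SD, cutoff set per screening run, cut at about 7.5% in these data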;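 also: red hydrolysis product quenches plate fluorescence so inhibitors raise well fluorescence; 0% = enzyme with DMSO and 100% = DMSO without enzyme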
IDE cell activ: human IDE activators in live cells, primary screen, fluorescence polarization, HEK cells, FAbeta-B substrate | activation, % at 5.96 µM | AID 493087, 2011 | hit rate 0.073% among 340,000 | FAbeta-B cleavage; 0% vehicle, 100% cell-free pure enzyme wells;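 active = activation above the mean of all tested compounds plus 3 SD, set per screening campaign, cut at about 17% in these data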
IMP-1 inh: IMP-1 metallo-beta-lactamase inhibitors, primary screen, biochemical, epi-absorbance readout, Pseudomonas aeruginosa enzyme. purified IMP-1, nitrocefin hydrolysis, epi-absorbance fluorescence. metallo-beta-lactamase IMP-1 (Pseudomonas aeruginosa). AID 1556, 2009. inhibition, % at 5.6 µM. hit rate 0.45% among 290,000;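 active = inhibition above the mean plus 3 SD of all compounds in the same screening run, cut at about 4.5% in these data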;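 also: 0% = IMP-1 with DMSO and 100% = DMSO wells lacking enzyme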
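System – purified recombinant IMP-1 beta-lactamase · Input – IMP-1 dispensed at 0.2 nM · Timing – 15 min preincubation plus 25 min reaction at 25 °C · Signal – Epi-absorbance fluorescence, 480 nm excitation, 530 nm emission · Measure – percent IMP-1 inhibition derived from blank-referenced optical density · Controls – Enzyme-plus-DMSO low control, enzyme-free DMSO high control · Replication – singlicate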
MEKK3 PB1 HTS: modulators of MEKK3-MEK5 PB1 binding, primary screen, biochemical, wildtype MEKK3, multiplex bead flow cytometry, Alexa488-MEK5; binding response (% of control), % at 10 µM; hit rate 1.4% among 290,000; bead-based flow cytometry, Alexa488-MEK5 binding to MEKK3; actives lie on both sides; 0 = blocked by unlabeled MEK5, 100 = vehicle; AID 1529, 2009;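 active = binding response more than 3 SD above or below the average of its plate-row segment, actives on both sides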;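 also: Alexa488 bead fluorescence after subtracting the streptavidin-only scavenger bead signal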
PHOSPHO1 inh: PubChem AID 1565. Phosphoethanolamine/phosphocholine phosphatase (Homo sapiens), Q8TCT1. recombinant PHOSPHO1, absorbance phosphatase assay. inhibition, % at 13.3 µM. hit rate 1.1% among 290,000; in the data active = inhibition above about 60%
DNA FID counter: compounds displacing fluorescent DNA intercalator, primary screen, artefact control for HCV NS3 helicase inhibitor project, biochemical, FID fluorescence; DNA fluorescent intercalator displacement; inhibition, % at 7.9 µM; hit rate 0.17% among 290,000; AID 1845, 2009; in the data active = inhibition above about 37%;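 also: 0% = vehicle and 100% = reference compound; higher means more ethidium bromide displaced from hairpin DNA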
UBC9 SUMO inh: inhibitors of in vitro SUMOylation cascade, primary screen, biochemical, HTRF, uHTS; SUMO-conjugating enzyme UBC9 (Homo sapiens), P63279; HTRF SUMOylation assay, SAE1/SAE2 + UBC9; inhibition, % at 35 µM; hit rate 0.36% among 290,000; in the data active = inhibition above about 50%, passing the limit was not always enough; also: strong numbers were not always called active
Starred values were filed as active, the others as inactive; nt = no result given; & = joins results of further samples. Not all compounds are listed. The share of hits here may be higher or lower than overall.

entry	Compound	HCV NS3 hel inh	UBC9 SUMO inh	IMP-1 inh	VIM-2 inhibitor	IDE cell activ	PHOSPHO1 inh	MEKK3 PB1 HTS	p-CIP stab down	DNA FID counter
1	CC(C)NS(=O)(=O)c1ccc(CCC(=O)NCc2ccc3c(c2)OCO3)cc1	-6	-40	-1.4	-4.7	4	-8	103	12	-6
2	Cc1c(C(=O)N2CC[C@@H](N3CCC(O)CC3)[C@H](O)C2)[nH]c2ccc(Cl)cc12	-20	21	0.5	-0.6	6	34	100	-3	8
3	O=C(NCCNc1ccc([N+](=O)[O-])cc1C(F)(F)F)c1cccc(F)c1	-1	-9	-4.2	-5.2	2	-2	113	-2	12
4	COc1ccc(C[C@@H]2CN3C(=NC[C@@H]3C)N2C[C@H](C)NC(=O)c2ccc(C)c(Br)c2)cc1	-39	-9	-3.1	-1.4	-2	39	102	-13	22
5	COC(=O)C1CCN(C(=O)CN2C(=O)NC(CCc3ccccc3)C2=O)CC1 (stereo not given)	0	17	-2.3	-0.8	-1	-18	122*	2	-5
6	CC1=NN=C(c2ccccc2)C(c2c[nH]c3ccccc23)N1O (stereo not given)	-10	-9	-2.0	-5.0	4	-1	90	-8	-4
7	CCOc1cc(C(=O)Nc2cnccn2)cc(OCC)c1OCC	-1	13	-4.4	-0.4	-1	50	103	2	-24
8	N#Cc1cc2c(=O)n3ccccc3nc2n(CCCN2CCOCC2)c1=O	3	44	-4.8	-0.3	0	-10	96	-14	4
9	O=C(N/N=C/c1cccc(O)c1)c1ccc(COc2ccc3c(c2)CCC3)o1	-7	-24	-3.1	-4.3	-3	2	76	5	-12
10	CSc1ncccc1C(=O)Nc1ncc(C)s1	6	7	-1.1	-1.0	0	22	104	-3	-3
11	O=S(=O)(c1ccc(Cl)c(NC(=S)Nc2ccccc2N2CCOCC2)c1)N1CCOCC1	8	10	-1.5	-3.2	2	-5	101	-20	-2
12	O=C(COC(=O)C12CC3CC(CC(O)(C3)C1)C2)N1CCN(S(=O)(=O)c2ccc(Cl)cc2)CC1	9	-1	-4.7	-1.3	-3	-32	105	5	-35
13	CCn1c(COc2cccc(C)c2)nnc1SCC(=O)NC1CCCC1	3	-4	-5.2	-2.4	6	19	97	-11	-39
14	COc1ccc(CN2CCN(c3ccccc3OC)CC2)cc1OC	0	13	-0.4	-1.4	5	nt	103	-9	2
15	COc1ccccc1OCC(=O)Nn1c(=S)[nH]c2ncccc2c1=O	1	-5	-4.7	-4.3	-2	9	90	-8	1
16	Cc1ccc(S(=O)(=O)N/N=C\c2cn(CC(N)=O)c3ccccc23)cc1	10	-9	-1.5	-2.2	-2	31	106	6	-9
17	COC(=O)CC1=C(C(=O)OC)C(c2cc(OC)c(OC)cc2OC)C(C#N)=C(N)O1 (stereo not given)	5	21	-2.9	0.3	2	16	102	-7	-8
18	C/C(=N/NS(=O)(=O)c1ccc(C)cc1)c1cccc(NC(=O)c2cccc(Cl)c2)c1	-11	-4	-3.4	-4.9	2	30	106	-11	-10
19	CCOC(=O)c1c(C)n(C)c2ccc(OCC(O)Cn3nc(C)cc3C)cc12 (stereo not given)	-7	4	-3.1	1.2	4	7	100	6	-37
20	COc1ccc(-c2nn(-c3ccccc3)cc2/C=N/NC(=O)c2ccc3c(c2)OCO3)cc1	-4	1	-2.7	-2.1	nt	6	nt	-6	-6
21	Cc1ccc(NC(=O)NC(=O)N(c2ccccc2)S(C)(=O)=O)cc1	-2	27	-2.8	0.2	4	13	103	-7	-3
22	Cc1ccccc1OCCNc1cc(N2CCNCC2)ccc1[N+](=O)[O-]	-69	-14	-2.7	-2.2	nt	40	110	-5	26
23	CCc1cc2c3c(c1)C(C)CC(C)(C)N3C(=O)C2=O (stereo not given)	10	0	-3.6	-3.4	4	6	120	-8	-6
24	CCOC(=O)C1(CCc2ccccc2)CCN(Cc2cc(OC)c(OC)cc2OC)CC1	-18	3	0.1	-1.0	4	35	104	0	16
25	O=C(NCCCN1CCC(Cc2ccccc2)CC1)C1CC(=O)N(C2CCCC2)C1 (stereo not given)	-12	-29	-4.5	-0.8	10	18	105	-10	1

Individual results from the list.
Under MEKK3 PB1 HTS, `CC(C)NS(=O)(=O)c1ccc(CCC(=O)NCc2ccc3c(c2)OCO3)cc1` shows 103
Under MEKK3 PB1 HTS, `O=C(N/N=C/c1cccc(O)c1)c1ccc(COc2ccc3c(c2)CCC3)o1` shows 76
Under DNA FID counter, `CC1=NN=C(c2ccccc2)C(c2c[nH]c3ccccc23)N1O` (stereo not given) shows -4
Under PHOSPHO1 inh, `CCOC(=O)c1c(C)n(C)c2ccc(OCC(O)Cn3nc(C)cc3C)cc12` (stereo not given) shows 7
Under IDE cell activ, `Cc1ccc(S(=O)(=O)N/N=C\c2cn(CC(N)=O)c3ccccc23)cc1` shows -2

Following part:
entry	Compound	HCV NS3 hel inh	UBC9 SUMO inh	IMP-1 inh	VIM-2 inhibitor	IDE cell activ	PHOSPHO1 inh	MEKK3 PB1 HTS	p-CIP stab down	DNA FID counter
26	O=C(Nc1ccc(Cl)cc1)c1ccc2c(c1)OCO2	-1	6	-1.7	-1.7	1	34	98	0	1
27	Cc1ccc(C(=O)/C=C/c2ccco2)c(O)c1	-1	12	-1.8	-1.7	0	-1	105	-3	-2
28	CNC(=S)Nc1ccc(C23CC4CC(CC(C4)C2)C3)cc1	-21	-16	0.3	-2.2	7	3	99	4	-8
29	CCCc1[nH]nc2c1C(c1ccc(OC(=O)N3CCOCC3)c(OC)c1)C(C#N)=C(N)O2 (stereo not given)	1	17	-4.3	-0.9	0	11	97	-2	-11
30	CSc1nc(Cl)c(Cc2ccc(OC(C)C)cc2)c(N2CCOCC2)n1	-6	-10	-1.6	-1.2	3	6	97	3	-10
31	COC(CSc1nc(N)c2c3c(sc2n1)CN(C)CC3)OC	7	3	-1.2	0.5	1	nt	103	-1	7
32	CCN1CCN(c2nc(-c3cccs3)nc3ccccc23)CC1	-6	-2	0.8	6.8	-2	-14	98	-26	16
33	CCn1c(SCc2nc3ccccc3nc2C)nnc1-c1cccs1	1	15	-2.2	4.0	0	38	106	3	-23
34	COc1ccc(/C=C2\SC(=O)N(CCC(=O)N3CCCCC3CCO)C2=O)cc1 (stereo not given)	4	nt	-2.1	-1.4	2	47	100	-16	-50
35	O=C(NCC(=O)N(c1cccnc1)C(C(=O)NC1CCCC1)c1ccccc1F)c1ccco1 (stereo not given)	-2	-9	-0.4	0.2	0	46	98	-1	-14
36	Cn1c(C2=C(O)CN(Cc3ccccc3)C2=N)nc2ccccc21	2	10	-3.0	-3.7	11	15	88	-10	-10
37	Cc1ccc2c(CN3CCCCC3C)cc(=O)oc2c1C (stereo not given)	-1	-4	-2.8	-4.5	5	45	106	8	-3
38	COc1cccc(CNC(=O)CCC2CCCN(C(=O)C3=CC(=O)CC(C)(C)O3)C2)c1 (stereo not given)	14	19	-1.4	-1.5	3	45	101	-6	-19
39	Cc1ccc(OCC(=O)NC(=S)Nc2ccc(Br)c(C)n2)cc1	0	3	-3.4	-1.0	2	84*	102	2	-1
40	CC1(C(=O)N2CCN(c3ccc([N+](=O)[O-])cc3)CC2)CC1(Cl)Cl (stereo not given)	2	3	-1.9	-1.4	-2	34	106	-4	-16
41	CC(C)CN(CC(C)C)CC(O)COc1ccccc1Br (stereo not given)	-5	4	-0.9	-2.9	4	-7	106	-11	6
42	COC(=O)C1=C2SCC(=O)N2C(N)=C(C#N)C1	-2	13	-2.1	-1.7	6	23	96	7	-1
43	CC(=O)c1c(C)[nH]c(C(=O)Nc2nc(-c3ccc(-c4ccccc4)cc3)cs2)c1C	7	-7	-1.9	-1.6	-7	-2	97	-4	-5
44	O=C(CCCCn1c(=O)[nH]c2ccccc2c1=O)N1CCN(c2ncccn2)CC1	5	2	-3.8	-1.4	2	-26	102	-11	-19
45	Cn1cnnc1SCC(=O)Nc1sccc1C#N	19	18	-1.9	-2.8	2	-13	105	-2	-1
46	COc1ccc(CSc2nc3ccccc3c(=O)n2CCCN2CCOCC2)cc1F	-27	2	-2.6	-2.5	-4	20	105	-4	12
47	CC(=O)c1ccc(N2CCC(c3cc(-c4ccc(Cl)cc4Cl)n[nH]3)CC2)c([N+](=O)[O-])c1	-33	-35	-0.7	-2.1	-6	11	103	-18	-4
48	CCc1nnc(NC(=O)CCC(=O)N2CCN(CCOc3ccc(C)cc3)CC2)s1	1	13	-4.5	-2.6	5	-6	86	-8	-16
49	CCOP(=O)(OCC)/C(C#N)=C/c1ccc([N+](=O)[O-])cc1	11	19	-1.8	0.7	4	12	94	-2	-4
50	O=C(NNC(=S)Nc1ccc(Br)cc1)c1ccccc1	-2	-5	-2.8	-7.1	-1	-23	99	-5	-11
51	Cc1c(C)n(CC(O)CN2CCN(C)CC2)c2ccccc12 (stereo not given)	-2	7	-1.4	-4.0	3	38	98	-5	0
52	CC1=C(C(=O)OCc2ccccc2)C(c2ccccn2)c2c(n(C)c(=O)n(C)c2=O)N1 (stereo not given)	-2	2	-5.5	-2.6	0&-2	-19	100	10	-12
53	CCOC(=O)/C(C#N)=C/Nc1ccccc1OC(F)(F)F	-2	-1	-0.5	0.7	nt	33	87	3	-10
54	Cc1c(NC(=O)COc2ncnc3c(Cl)cc(Cl)cc23)c(=O)n(-c2ccccc2)n1C	0	22	-1.1	3.1	7	-1	99	-3	-5

Part of the list above, reformatted.
[52] CC1=C(C(=O)OCc2ccccc2)C(c2ccccn2)c2c(n(C)c(=O)n(C)c2=O)N1 (stereo not given)
[53] CCOC(=O)/C(C#N)=C/Nc1ccccc1OC(F)(F)F
[54] Cc1c(NC(=O)COc2ncnc3c(Cl)cc(Cl)cc23)c(=O)n(-c2ccccc2)n1C

screen / no.	52	53	54
HCV NS3 hel inh	-2	-2	0
UBC9 SUMO inh	2	-1	22
IMP-1 inh	-5.5	-0.5	-1.1
VIM-2 inhibitor	-2.6	0.7	3.1
IDE cell activ	0&-2	nt	7
PHOSPHO1 inh	-19	33	-1
MEKK3 PB1 HTS	100	87	99
p-CIP stab down	10	3	-3
DNA FID counter	-12	-10	-5
